Screens as filed in PubChem BioAssay.
AmpC det inh: Promiscuous and Specific Inhibitors of AmpC Beta-Lactamase (assay with detergent). 0.09% of 71,000 active. Potency, µM (top dose mostly 28.7 µM), without a hit: at the highest dose activity change, negative = inhibition. purified AmpC, nitrocefin hydrolysis with detergent; active = well fitted curve in the direction sought with a large enough effect
Target sequence (P00811 whole entry, looked up): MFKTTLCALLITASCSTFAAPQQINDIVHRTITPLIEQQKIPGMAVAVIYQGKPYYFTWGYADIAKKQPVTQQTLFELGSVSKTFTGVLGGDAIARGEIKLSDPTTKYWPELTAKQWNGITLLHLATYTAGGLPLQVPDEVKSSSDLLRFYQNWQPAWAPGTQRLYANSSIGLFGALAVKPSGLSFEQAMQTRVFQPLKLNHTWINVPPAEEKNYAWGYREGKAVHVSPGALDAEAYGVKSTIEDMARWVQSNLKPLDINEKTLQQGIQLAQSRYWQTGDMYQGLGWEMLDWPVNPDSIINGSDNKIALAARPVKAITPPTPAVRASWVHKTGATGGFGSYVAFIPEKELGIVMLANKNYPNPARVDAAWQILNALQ
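E. coli AmpC (5.3 nM) in 20 mM phosphate pH 7.0 with 0.01% Triton X-100, preincubated 15 min RT with compound; nitrocefin (2 uL of 800 uM stock) hydrolysis followed by 480 nm absorbance every 20 s over 4 min.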
An asterisk follows results filed as active; [ ] = another dose, or the depositor's remark. % is set by controls: 0 for no effect and ±100 for the full control effect; potency is the fitted concentration of half-maximal effect. This is a subset. The share of hits here may be higher or lower than overall.

SMILES	AmpC det inh
CCCCCC1NC(=O)NC1CCCCCC(=O)O (configuration not stated)	5%
Cc1csc(SCC(=O)N2CCN(S(=O)(=O)c3ccccc3)CC2)n1	-1%
O=S(=O)(NCc1cn2ccsc2n1)c1ccc2c(c1)OCCO2	12%
CCC(C)(C(=O)NC1CCCC1)N(Cc1cccs1)C(=O)Cc1cccs1 (configuration not stated)	-6%
CCOC(=O)c1ccc(NC(=O)CSc2nnc(CNC(=O)c3ccccc3F)o2)cc1	-5%
CN1CCN(CC(=O)N2c3ccccc3C(=O)Nc3cccnc32)CC1	0%
O=C(Nc1ccc2nsnc2c1)c1cccs1	-7%
N#Cc1c(C(F)(F)F)cc(-c2ccco2)nc1SCc1ccccn1	-6%
CCn1cc(C(=O)N(CCCN2CCOCC2)Cc2ccco2)c(=O)c2ccc(C)nc21	-2%
Cc1ccc(S(=O)(=O)NCC(=O)N(CC(=O)NC2CCCC2)c2ccc3c(c2)OCCO3)cc1	1%
Cn1c(SCC(N)=O)nnc1C1CCN(C(=O)NC2CCCCC2)CC1	10%
Cc1cc(Cl)c(S(=O)(=O)Nc2ccc3c(c2)OCO3)cc1OCC(N)=O	-3%
Cc1csc(NC(=O)C2C3C=CC(O3)C2C(=O)O)n1 (configuration not stated)	-3%
N=C(N)S/C=C\C(=O)O	-3%
NC(=O)CSc1nnc(-c2cccnc2)n1CCc1ccccc1	0%

Reprinted from the results shown for reference:
SMILES	AmpC det inh
O=C(Nc1ccc2nsnc2c1)c1cccs1	-7%
N#Cc1c(C(F)(F)F)cc(-c2ccco2)nc1SCc1ccccn1	-6%
CCn1cc(C(=O)N(CCCN2CCOCC2)Cc2ccco2)c(=O)c2ccc(C)nc21	-2%
Cc1ccc(S(=O)(=O)NCC(=O)N(CC(=O)NC2CCCC2)c2ccc3c(c2)OCCO3)cc1	1%
Cn1c(SCC(N)=O)nnc1C1CCN(C(=O)NC2CCCCC2)CC1	10%
Cc1cc(Cl)c(S(=O)(=O)Nc2ccc3c(c2)OCO3)cc1OCC(N)=O	-3%
Cc1csc(NC(=O)C2C3C=CC(O3)C2C(=O)O)n1 (configuration not stated)	-3%

(further entries)
SMILES	AmpC det inh
Cc1cc(C)c2[nH]c(=O)c(CN(CC3CCCO3)C(=O)c3cnccn3)cc2c1 (configuration not stated)	-5%
CCOC(=O)c1c(C)[nH]c(C(=O)Cn2nnc(-c3ccccc3Cl)n2)c1C	-5%
CCc1ccc(NC(=O)Cn2c(SC)nc3ccccc32)cc1	5%
C=CCCCC	10%
CCOc1ccccc1-n1c(SCC(=O)N2CCCC2)nnc1-c1ccoc1C	8%
COC(=O)c1cc(OC)c(OC)cc1NC(=O)c1ccoc1C	-2%
CC1CCN(CCc2nc3cc(NS(=O)(=O)c4ccc(F)cc4)ccc3n2C)CC1	-6%
Cc1cc(C(=O)CSc2nnc(-c3ccccc3)n2C)c(C)n1C	-4%
Cc1cc(C)c2c(n1)nn1c(NCCN3CCOCC3)cc(C)nc21	-2%
Cc1nc(N2CCN(c3ccccc3)CC2)c2c3c(sc2n1)CCC3	-5%
COc1ccc(C)cc1NC(=O)c1ccc2c(c1)OCO2	-9%
COc1ccc(N2CCN(C(=O)c3cn(C4CCCC4)c(=O)c4c3c3ccccc3n4C)CC2)cc1	-6%
Cc1ccc(-n2c(SCC(=O)N3CCOCC3)nnc2-c2cccnc2)cc1	1%
COCn1c(-c2ccc(OC)c(OC)c2)nc2ccccc21	-2%
Cc1nn(-c2ccccc2)c(Cl)c1C1C(C#N)=C(N)OC2=C1C(=O)CC(C)(C)C2 (configuration not stated)	7%
COc1cc(C2C(C#N)=C(N)Oc3c2oc(CO)cc3=O)ccc1OC(C)C (configuration not stated)	12%
Cc1ccc(NC(=O)COC(=O)Cn2c(C)csc2=O)cc1C	-6%
O=C(O)c1csc(Br)c1Br	-4%
CCSc1nnc(NC(=O)c2ccc3c(c2)OCO3)s1	-3%
CC(Oc1ccccc1)C(=O)Nc1ccc(S(=O)(=O)NCC2CCCO2)cc1 (configuration not stated)	-5%
COc1cc(S(=O)(=O)N2CCN(C)CC2)ccc1Cl	-1%
O=C(NCCC1=CCCCC1)C1CCN(S(=O)(=O)c2cccc3cccnc23)CC1	11%
CCOC(=O)c1c(NC(=O)OC)sc(C(=O)N(CC)CC)c1C	6%
COc1ccc(-c2cc3ccccc3n2CC(O)CN2CCN(CCO)CC2)cc1 (configuration not stated)	11%
COc1cccc(-c2nc(CS(=O)(=O)CC(=O)NCc3ccc(Cl)cc3)c(C)o2)c1	3%
CCOC(=O)c1ccc(NC(=O)C(C)NS(=O)(=O)c2ccc(OC)cc2)cc1 (configuration not stated)	-2%
Cn1c2ccccc2c2c(C(=O)N3CCN(c4ccccn4)CC3)cn(C3CCCC3)c(=O)c21	-3%
CCOCCO	10%
CCCn1c(SCC(=O)NC(C)(C)C)nnc1C(C)C	7%
Cc1sc2nc(SCC(=O)N3CCCC3)[nH]c(=O)c2c1C	5%
N#CCCn1ccc(NC(=O)c2ccc(Cl)cc2)n1	-1%
CCC(C)C(=O)Nc1nnc(-c2cccs2)s1 (configuration not stated)	-2%
CC(=O)N1CCCc2cc(S(=O)(=O)N3CCN(C4CCCCC4)CC3)ccc21	9%
Cc1nn(Cc2ccccc2Cl)c(C)c1C(=O)NC1=NCCS1	0%
Cc1ccc(S(=O)(=O)NC(=O)NN2C[C@H]3CCC[C@@H]3C2)cc1	-1%[12.8 µM]
CCc1nnc(NC(=O)CSc2nnc3c4ccccc4n(C)c3n2)s1	-5%
CCOC(=O)c1sc2ncnc(OC)c2c1C	-4%
COc1ccccc1N1CCN(C(=O)c2cc(-c3cccc(Cl)c3)on2)CC1	-1%
Cc1cccc(Nc2nc(NCc3ccco3)nc(N3CCOCC3)n2)c1	-6%
Cc1cc(N=Cc2c(CO)cnc(C)c2O)c(N=Cc2c(CO)cnc(C)c2O)cc1C.[Zn]	-3%[5.75 µM]
Cc1ccccc1C(C(=O)NCc1ccco1)N(CC1CCCO1)C(=O)Cn1nnc2ccccc21 (configuration not stated)	0%
COC(=O)c1ccc(CSc2nnc3n(Cc4ccccc4OC)c(=O)c4ccccc4n23)o1	0%
CCOC(=O)c1c(C)c(C(=O)NCc2ccco2)c(C)n1Cc1ccccc1	-5%
CC(C)OC(=O)CN1CCN(S(=O)(=O)c2cc(Cl)ccc2Cl)CC1	-3%
Cc1cc(NC(=O)COc2nnc(-c3ccccc3)c3ccccc23)no1	-1%

2 compounds picked at random from those above, as already listed:
SMILES	AmpC det inh
Cc1ccccc1C(C(=O)NCc1ccco1)N(CC1CCCO1)C(=O)Cn1nnc2ccccc21 (configuration not stated)	0%
COC(=O)c1ccc(CSc2nnc3n(Cc4ccccc4OC)c(=O)c4ccccc4n23)o1	0%

More records
SMILES	AmpC det inh
CC(C)Nc1nc2n(c(=O)n1)CCN2C(C)C	-3%
O=C(NC1(C(=O)NC2CCCCC2)CCCCC1)c1ccc2c(c1)OCO2	13%
CCOCN(C(=O)Cn1c(CO)nc2ccccc21)c1c(C)cccc1CC	-2%
Oc1c(Br)cc(Br)cc1Br	6%
C=CCN1C(=O)C2(C(C(=O)OCC)=C(N)Oc3ccccc32)c2c1c1ccccc1oc2=O (configuration not stated)	-3%
O=c1c(-c2cccc(F)c2)nc2cncnc2n1C1CC1	-1%
Cc1nn(-c2cccc(Cl)c2)c2c1C(c1cccnc1)C(C#N)=C(N)O2 (configuration not stated)	0%
CCCCN(CCCNC(=O)c1c(C)cc(=O)oc1C)c1ccccc1	1%
Cc1c(CN2CCN(c3cccc(C(F)(F)F)c3)CC2)c(=O)n(-c2ccccc2)n1C	0%
Cc1ccc(C)n1-c1ccc(-c2nnc3n2CCCCC3)s1	0%
COC(=O)CNC(=O)C1CCCN1C(=O)OC(C)(C)C (configuration not stated)	9%
Cc1cccn2cc(-c3ccccc3)nc12	-6%
CCCn1c(C)nc2c(NC3CCN(Cc4ccccc4)C3)nc(C)nc21 (configuration not stated)	14%
OC(Cn1cccn1)c1ccccc1 (configuration not stated)	2%
O=C(Nc1ccc(Cl)cc1)c1ccncc1	12%
Cc1nnc(SCC(=O)NC(C)(C)C)n1CCc1ccccc1	-7%
COc1ccccc1CCn1c(=O)c(-c2cccc(F)c2)nc2cncnc21	0%
O=c1cccc2n1CC1CC2CN(Cc2ccc3c(c2)OCO3)C1 (configuration not stated)	5%
O=C(CN1C(=O)NC2(CCCCC2)C1=O)Nc1ccc(S(=O)(=O)N2CCOCC2)cc1	10%
Nc1c(C(=O)NC2CCCC2)sc2nc(-c3cccs3)ccc12	3%
CC(C)C(=O)c1cn(Cc2ccccc2C#N)c2ccccc12	-4%
Cc1ccc(C(C)C)c(OCC(=O)OCc2c(C)noc2C)c1	-1%
c1ccc(-n2ncc3c(NCc4cccnc4)ncnc32)cc1	9%
COc1ccc(-c2nn3c(-c4ccccc4)nnc3s2)cc1	1%
COCCCN(Cc1ccccn1)S(=O)(=O)Cc1ccccc1	-4%
CCN1CCCC1CNC(=O)CCc1nc(-c2ccc(C)cc2)no1 (configuration not stated)	2%
CN1CCN(c2ncc3nc(-c4cccs4)c(=O)n(-c4ccccc4)c3n2)CC1	2%
COc1ccc(NC(=O)CSc2nc(O)cc(=O)n2-c2ccccc2OC)cc1	-1%
COc1ccc(OC)c(S(=O)(=O)N2Cc3ccccc3CC2C(=O)Nc2nccs2)c1 (configuration not stated)	-9%
CCc1ccc2[nH]c(=O)c(CN(CCO)C(=O)NCc3ccccc3)cc2c1	-1%
O=C(COC(=O)CCNS(=O)(=O)c1ccc(Cl)cc1)NCc1ccco1	-4%
c1ccc(CN2CCN(c3ncccn3)CC2)nc1	-2%
COc1ccc2c(C(=O)CN3CCN(CCO)CC3)c[nH]c2c1	0%
Cc1cc(=O)oc2cc(OC(C)C)ccc12	4%
CN1Cc2c(C(=O)OC(C)(C)C)ncn2-c2ccsc2C1=O	-4%
c1ccc(Nc2nc(-c3cccnc3)nc3ccccc23)cc1	6%
COc1ccc(NC(=O)CN2CCN(CC(=O)Nc3ccc(OC)c(OC)c3)CC2)cc1	-2%
C=C(C)c1cccc(C(C)(C)NC(=O)N2CCN(CC)CC2)c1	-4%
O=C(CN1CCN(CCC(=O)Nc2ccccc2F)CC1)Nc1ccc(F)cc1	-2%
COc1cc(OC)cc(C(=O)N2CCN(C(=O)c3ccc(OC)c(OC)c3)CC2)c1	-7%
CCC12CN3CCN(CC(C3)/C1=N\O)C2	-4%
O=C(c1nc2nc(-c3ccc(Cl)cc3)cc(C(F)(F)F)n2n1)N1CCOCC1	10%
O=C(CCc1ccccc1)Nc1ccc(NC(=O)c2ccco2)cc1	13%
Cc1ccccc1N1C(=O)CC(N(O)c2ccccc2)C1=O (configuration not stated)	-3%
CCC(=O)Nc1ccc(NC(=O)CSc2nnnn2C(C)C)cc1	-4%
CCCn1nnc(NC(=O)c2ccccc2Cl)n1	-6%
COc1ccccc1N(CC(=O)Nc1ccccc1C(=O)NCC(C)C)S(C)(=O)=O	-1%
CCOc1nc(-c2ccccc2)ccc1-c1noc(-c2ccco2)n1	-3%
C=CCSc1n[nH]c(-c2ccc(OCCC)cc2)n1	-3%
COc1cc(CCC(=O)OCn2nnc3ccccc3c2=O)cc(OC)c1OC	0%
COc1ccc(-n2cc(-c3ccccc3)c3c(N4CCN(CCO)CC4)ncnc32)cc1	0%
O=C(c1ccccc1)N1CCN(C(=O)N2CCOCC2)CC1	0%
O=C(CCCOc1ccccc1)n1nnc2ccccc21	3%
CCOc1ncccc1C(=O)Nc1ccc(-c2cn3ccsc3n2)cc1	-3%
CCN1CCN(C(=O)CS(=O)(=O)Cc2nc(-c3ccc(C)cc3)oc2C)CC1	4%
Cc1ccc(NC(=O)CSc2nnc(NC(=O)CN3CCOCC3)s2)cc1	0%
COc1ccc(C(=O)N2CC3(C)CC2CC(C)(C)C3)cc1 (configuration not stated)	-4%
C[C@@]1(C(NS(=O)(=O)c2cccc3cccnc23)c2ccc(-c3ccccc3)cc2)C[C@H]1C1CCCCC1 (some centres not stated)	0%
CCCCOC(=O)Nc1ccc(C(=O)OCCC)cc1	7%
COc1ccc(N2C(=O)C(CC(=O)Nc3ccccc3)N(Cc3ccc4c(c3)OCO4)C2=O)cc1 (configuration not stated)	-6%

(list continues)
SMILES	AmpC det inh
O=C1CC(O)(C(F)(F)F)Oc2c1ccc1ccccc21 (configuration not stated)	0%
Cn1c(NCc2ccccc2O)nc2ccccc21	-6%
Cc1noc(C)c1C(=O)N1CCC2(CC1)CCN(c1ncccn1)CC2	-1%
COc1ccccc1-c1nnc(SCC(=O)NC2CCCCC2)o1	8%
COc1ccc2oc(-c3ccc(O)cc3)cc(=O)c2c1	0%
CCCCCN=Cc1c(C)[nH]n(-c2nc3ccccc3s2)c1=O	-1%
Cc1nc2cc(NC(=O)NCc3ccco3)ccc2n1C	-7%
Cn1c(=O)c2c(-c3ccccc3)n(Cc3ccccn3)cc2n(C)c1=O	-4%
O=C(CSc1nc(O)cc(=O)[nH]1)N1CCCc2ccccc21	-5%
O=C1C2C3C=CC(C3)C2C(=O)N1c1cccc(-c2nc3ccccc3o2)c1 (configuration not stated)	2%
CC(C)n1cc2c3c(cccc31)[C@@H]1C[C@H](C(=O)O[C@@H](C)[C@H](C)O)CN(C)[C@H]1C2	-2%
CCOC(=O)C1=C(C)N=C2SC(C)C(=O)N2C1/C=C/c1ccccc1OC (configuration not stated)	0%
Nc1cc(Cl)ccc1N1CCOCC1	-2%
Cc1ccccc1CNc1nc(N)n(-c2ccccc2)n1	6%
CCOC(=O)N1CCN(C(=O)c2cc3cc(Br)ccc3oc2=O)CC1	12%

Quoted from the listing.
COc1ccccc1-c1nnc(SCC(=O)NC2CCCCC2)o1 – AmpC det inh = 8%
CCOC(=O)C1=C(C)N=C2SC(C)C(=O)N2C1/C=C/c1ccccc1OC (configuration not stated) – AmpC det inh = 0%
Cn1c(NCc2ccccc2O)nc2ccccc21 – AmpC det inh = -6%
CCCCCN=Cc1c(C)[nH]n(-c2nc3ccccc3s2)c1=O – AmpC det inh = -1%
Cc1ccccc1CNc1nc(N)n(-c2ccccc2)n1 – AmpC det inh = 6%
O=C1C2C3C=CC(C3)C2C(=O)N1c1cccc(-c2nc3ccccc3o2)c1 (configuration not stated) – AmpC det inh = 2%
